# Screens deposited in PubChem BioAssay by The Scripps Research Institute Molecular Screening Center.
# TbREL1 inh: TbREL1 RNA ligase inhibitors, primary screen, biochemical, FRET fluorescence; RNA-editing ligase 1, mitochondrial (Trypanosoma brucei brucei), P86926; inhibition, % at 9.66 µM; TbREL1 RNA ligation; 89,000 compounds, 0.49% hits;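 active means inhibition above the mean inhibition across all screened compounds plus 3 SD, cut at about 11% in these data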;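 further: 0% = plate median of test wells and 100% = NSC42067 control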
# Target sequence (P86926 whole entry, looked up): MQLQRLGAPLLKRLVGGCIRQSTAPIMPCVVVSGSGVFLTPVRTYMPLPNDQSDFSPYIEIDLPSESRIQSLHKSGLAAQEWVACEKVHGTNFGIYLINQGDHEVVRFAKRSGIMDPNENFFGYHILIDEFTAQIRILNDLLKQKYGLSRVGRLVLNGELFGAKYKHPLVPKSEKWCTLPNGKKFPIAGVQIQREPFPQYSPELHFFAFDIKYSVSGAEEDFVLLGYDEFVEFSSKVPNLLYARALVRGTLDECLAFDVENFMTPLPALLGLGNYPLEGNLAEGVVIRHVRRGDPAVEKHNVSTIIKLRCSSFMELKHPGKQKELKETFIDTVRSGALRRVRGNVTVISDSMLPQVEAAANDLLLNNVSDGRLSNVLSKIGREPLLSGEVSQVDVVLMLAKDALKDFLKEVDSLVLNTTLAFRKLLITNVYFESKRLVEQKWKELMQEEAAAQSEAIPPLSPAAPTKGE
# An asterisk follows results filed as active.
SMILES,TbREL1 inh
CCOC(=O)CNC(=O)C1CCN(S(=O)(=O)c2ccc(-c3nn[nH]n3)cc2)CC1,-0.9
COCCCNC(=O)Cn1cc(C(=O)c2cccs2)c2ccccc21,0.3
Cc1csc(NC(=O)c2ccncc2)n1,7.1
NNC(=S)NCc1cccnc1,-2.2
CN(C)S(=O)(=O)c1ccc(NC(=O)c2ccncc2)cc1,-2.8
COc1ccc(F)cc1S(=O)(=O)NC(Cc1ccccc1)C(N)=O (stereo unspecified),-0.9
Cc1ccc(S(=O)(=O)Nc2ccc(C(=O)N3CCOCC3)cc2)cc1,-1.3
O=C(Nc1cccc(-c2nnc(-c3ccccc3)o2)c1)C1CCCCC1,0.3
O=C(Nc1ccc(F)cc1)Nc1ccc2c(c1)OCO2,-1.3
COc1ccc(CNc2c(C(=O)O)cnc3c2cnn3C)cc1,3.4
Cc1c(C(=O)Nc2cccc([N+](=O)[O-])c2)csc1-c1ccccc1,0.7
CCOC(=O)c1sc(NC(=O)c2ccc(S(=O)(=O)N(CC)CC)cc2)nc1C,0.1
CCc1ccc(C(=O)N2CCN(c3ccc(NC(=O)c4ccco4)cc3)CC2)cc1,-2.6
CCOc1cc(NC(=S)NCCOC)c(OCC)cc1NC(=O)c1cccs1,-10.3
CC(Oc1ccc(Br)cc1)C(=O)NCCCN1CCCC1=O (stereo unspecified),3.7
COc1cc(NC(=O)C2CCCN(S(=O)(=O)c3ccc4[nH]c(=O)ccc4c3)C2)cc(OC)c1 (stereo unspecified),-5.1
CC1(C(=O)N2CC3(CC(c4cccc(NC(=O)COc5ccc(Cl)cc5)c4)=NO3)C[C@@H]2C(N)=O)CC1 (stereo partly specified),-0.7
CC(=O)Nc1ccc(C(=O)Nc2ccc3c(c2)OCO3)cc1,-1.6
CC(C(=O)NC(C)(C)C)N(C(=O)CS(=O)CC(=O)Nc1ccc(F)cc1)c1ccccc1F (stereo unspecified),2.2
Clc1ccc(/C=N/N2CCCCC2)cc1,2.3
CCOc1ccc(N(CC(=O)NCCOc2ccccc2OC)S(=O)(=O)c2ccccc2)cc1,-3.0
O=C(Nc1ccc2ccccc2n1)c1ccccc1Br,2.7
COC(=O)c1ccc(/C=N/OCC(=O)Nc2cc(F)ccc2F)cc1,0.4
Cc1[nH]c(C)c(S(=O)(=O)N2CCN(c3ccc(Cl)cc3)CC2)c1C(=O)N1CCCC1,-1.2
COc1ccc(-c2cn[nH]c2N)cc1,-1.7

# The list goes on; it opens with the two that closed the last part.
SMILES,TbREL1 inh
Cc1[nH]c(C)c(S(=O)(=O)N2CCN(c3ccc(Cl)cc3)CC2)c1C(=O)N1CCCC1,-1.2
COc1ccc(-c2cn[nH]c2N)cc1,-1.7
C=CCNC(=S)NNC(=O)c1ccc(=O)n(Cc2ccccc2)c1,-1.0
COC(=O)c1ccc2nc(-c3ccc(C)cc3)c(Cc3cccc(Cl)c3)n2c1,0.8
CCOc1ccc(N2CC(=O)N/C2=N\c2nc(C)cc(C)n2)cc1,1.2
COC(=O)c1cn(CC(=O)N2C(C)CCCC2C)c2ccccc12 (stereo unspecified),-0.7
COc1ccc(-c2csc(NC(=O)c3cccc(S(=O)(=O)N4CCN(C)CC4)c3)n2)cc1,-4.8
C[C@@H]1CN([C@H](C)CO)C(=O)c2cc(Br)cnc2O[C@H]1CN(C)Cc1cccnc1,2.4
C=CCOc1ccc(/C=N/NC(C)=O)cc1OCC,-0.7
COc1cc(NC(=O)CCNC(=O)Cn2cnc3ccccc3c2=O)cc(OC)c1OC,-0.4
CCN(CC)c1ccc(/C=N/N2CCN(Cc3ccccc3)CC2)cc1,-3.6
CC(=O)Nc1ccc(N2C(=O)c3ccc(S(=O)(=O)c4ccc(C(=O)O)cc4)cc3C2=O)cc1,-1.4
CCN1CCN(CC(=O)Nc2cccc(C)c2)C(=O)C1=O,7.0
COc1ccc(OC)c(S(=O)(=O)Nc2ccc(C)c(C)c2)c1,-0.7
C(=N\c1ncnc2sccc12)/NOCc1ccccc1,0.2
COc1ccccc1CNC(=O)CN1C(=O)c2ccc([N+](=O)[O-])cc2C1=O,0.5
Cc1ccc(S(=O)(=O)N(C)C)cc1NC(=O)COc1cccc(-n2cnnn2)c1,2.5
COC(=O)c1sccc1NC(=O)c1ccc(OC)cc1,1.1
CCOc1cc(C(=O)NC(C)c2ccncc2)cc(OCC)c1OCC (stereo unspecified),5.6
COC(=O)[C@]12C[C@H](CC(=O)NCc3ccccc3)C(=O)N(Cc3cccc4ccccc34)C1=C[C@H](C(C)C)O[C@@H]2C1CC1,-1.0
CCOC(=O)[C@@]12CCC3=C1N(CCC3)C(=O)[C@H](CC(=O)N1CCC(c3ccccc3)CC1)C2,0.6
CC(=O)N1CCN(S(=O)(=O)c2cccc(C(=O)OCC(=O)N(Cc3ccccc3)C(C)(C)C)c2)CC1,-0.4
CCCC[C@@H]1CNCCN1CC1(c2ccccc2)CC1,9.9
CCc1c(C2(O)CCCCC2)[nH]c2ccc(C#N)cc12,2.9
O=C1CCCN1CN1CCCCC1,6.3
O=C(c1ccc(F)cc1)N1CCN(c2ncccn2)CC1,2.1
COCCN1Cc2cccc(C(=O)Nc3ccc(-c4nc5ccccc5[nH]4)cc3)c2C1=O,4.2
# Remaining list, next part
SMILES,TbREL1 inh
CCOC(=O)c1cnc(SCc2ccc(C)cc2)nc1N,1.7
Cc1ccc(S(=O)(=O)N2CCC(C(=O)N[C@@H](C)C(=O)NCc3ccco3)CC2)cc1,-1.5
Cc1ccc(S(=O)(=O)Nc2ccccc2C(N)=O)cc1,-1.2
CC(OC(=O)c1cccc(S(=O)(=O)N2CCCCCC2)c1)C(=O)Nc1ccc(S(N)(=O)=O)cc1 (stereo unspecified),-2.5
CC(C)(C)NC(=O)C(c1ccncc1)n1c(=O)c(-c2ccccc2)nc2ccccc21 (stereo unspecified),-1.5
COC(=O)/C=C/C1=CN(Cc2ccccc2)CCC1=O,0.0
O=C1C=C(c2ccc(F)cc2OCc2ccccc2)C[C@@H](c2ccc(F)cc2)C1,2.7
Nc1cc(=O)nc(SCC(=O)NC2CCCCC2)n1-c1ccccc1,-1.1
COc1cc(C(CCN2CCCC2)c2c(OC)cc(OC)c3ccc(=O)oc23)cc(OC)c1OC (stereo unspecified),2.0
Cc1cccc(N2CCN(c3nc4ccc(Cl)cc4n4cnnc34)CC2)c1C,1.5
CN1CCN(C(=O)C2=C[C@@H](c3csc4ccccc34)C[C@@H](OCc3ccc(CO)cc3)O2)CC1,-2.9
COC(=O)C1C2C=CC3(CN(c4cccc(Cl)c4)C(=O)C13)O2 (stereo unspecified),4.2
CCOc1cc(NC(=O)c2ccccc2C)c(OCC)cc1NC(=O)C1=Cc2ccccc2OC1,-3.3
O=C(c1ccccc1OCc1ccccc1Br)N1CCN(c2ncccn2)CC1,-1.4
Cc1cccc(-c2noc(CCCC(=O)NC3CCCC3)n2)c1,-1.4
CC1CCCCN1C(=O)c1cc(S(=O)(=O)N2CCOCC2)ccc1Cl (stereo unspecified),-0.7
CC1CCC(NC(=O)Cn2cc3c(n2)CCCC3)CC1 (stereo unspecified),0.5
O=C1NC[C@@H](CCCCN2C[C@H](Cc3ccccc3)N(Cc3ccccc3)C(=O)C2=O)N(Cc2ccccc2)C1=O,-2.8
CCOc1cc(/C=C2\CCCc3c2nc2ccccc2c3C(=O)O)ccc1OC,4.1
C=CCNC(=S)Nc1sc2c(c1C(N)=O)CCCC2,1.5
COC(=O)C1(C(=O)OC)C[C@H](c2ccc(OC)cc2)N(Cc2ccccc2OC)[C@@H]1c1ccccc1,2.2
O=C(Nc1ccccc1)N1CCN2C(=O)c3ccccc3C12c1ccccc1 (stereo unspecified),-1.9
Cc1cccc([C@H]2[C@@H]3C=CC[C@@H](C)[C@@H]3C(=O)N2Cc2ccccc2)c1,-1.9
CCCOC(=O)CN1C(=O)c2ccc(C(=O)OCCC)cc2C1=O,-2.1
C=CCOC(=O)C(C#N)c1nc2ccccc2nc1N1CCN(Cc2ccc3c(c2)OCO3)CC1 (stereo unspecified),-1.0
# The list goes on:
SMILES,TbREL1 inh
O=C(COC(=O)Cn1nc(-c2ccccc2)oc1=O)Nc1ccc(F)cc1,-2.4
O=C(Nc1ccccc1C(=O)NCCN1CCOCC1)c1ccco1,-0.7
COc1ccc(NC(=O)Nc2ccccc2C(=O)N2CCCC2)cc1OC,3.8
CCOC(=O)C1(C)CCCN(C(=O)c2ccc(OC)c(OC)c2)C1 (stereo unspecified),0.0
Cc1cccc(C(=O)N(Cc2ccco2)c2c(N)n(Cc3ccccc3)c(=O)[nH]c2=O)c1,-3.5
CCC(=O)N(CCC1(C(C)C)CCOC(C)(C)C1)Cc1ccco1 (stereo unspecified),-4.4
CCN(CC(=O)Nc1c(F)cccc1F)C(=O)c1cccc(S(=O)(=O)N2CCN(c3ccccc3)CC2)c1,-3.3
COc1ccccc1NC(=O)CSc1ccc2nnc(-c3ccncc3)n2n1,1.2
Nn1c(SCC(=O)NCCC2=CCCCC2)nnc1-c1cccnc1,-2.4
COc1ccc(C(=O)Cn2cc([N+](=O)[O-])nc2C)cc1,2.4
Cc1ccc(S(=O)(=O)NNC(=O)c2ccc(O)cc2)cc1,-0.1
Cc1ccc(OCCNC(=O)[C@H]2O[C@@H](n3ccc(N)nc3=O)[C@H](O)[C@@H]2O)cc1C,6.2
O=C(CNC(=O)c1ccccc1Cl)NCC(c1cccs1)N1CCOCC1 (stereo unspecified),0.8
COc1ccc(S(=O)(=O)N2CCC3CC2c2cc(N4CCOCC4)ccc23)cc1 (stereo unspecified),-3.9
CCCCn1c(=O)[nH]c(=O)c2c1nc(-c1cccc(OC)c1)n2C,-1.5
COC(=O)c1sccc1NC(=S)NCc1ccc(Cl)cc1,0.9
COc1ccc(CNC(=O)c2sc(=O)n(Cc3ccc(S(=O)(=O)N(C)C)cc3)c2C)cc1,-1.7
COc1ccc(CC(=O)N[C@@H](CCSC)C(=O)N2CCC3(CC2)NCCc2[nH]cnc23)cc1,2.4
Cc1ccccc1NC(=O)COC(=O)c1ccc(Sc2ncn[nH]2)c([N+](=O)[O-])c1,2.3
N#Cc1ccc2sn(-c3ccccc3)c(=O)c2c1,-2.2
CCOc1ccccc1CNC(=O)Cn1c(=O)oc2ccccc21,1.9
Cc1ccccc1OCC1Cc2c(nc(N)c(C#N)c2N)O1 (stereo unspecified),0.0
CCOC(=O)c1cc(C)sc1NC(=O)C1CCC1,4.5
CCN(C(=O)CN1CCC(C(=O)OC)CC1)c1c(N)n(Cc2ccccc2)c(=O)[nH]c1=O,-0.8
O=C(OCC(=O)N1CCOCC1)c1ccc2ccccc2c1O,-1.1
O=C(NCc1ccccc1)c1c[nH]c2ccc(F)cc2c1=O,0.4
CCOC(=O)CCNc1n[nH]c(=O)[nH]c1=O,3.3
Cc1cc(/C=C(\C#N)c2nc3ccccc3[nH]2)c(C)n1C,0.1
CCOC(=O)c1ccc(NC(=O)Nn2cnnc2)cc1,0.3
CC(C)Cc1nc2sc3c(=O)[nH]cnc3c2c2c1CCCC2,5.4

# In another format: entries from further up
Compound	TbREL1 inh
O=C(COC(=O)Cn1nc(-c2ccccc2)oc1=O)Nc1ccc(F)cc1	-2.4
O=C(Nc1ccccc1C(=O)NCCN1CCOCC1)c1ccco1	-0.7
COc1ccc(NC(=O)Nc2ccccc2C(=O)N2CCCC2)cc1OC	3.8
CCOC(=O)C1(C)CCCN(C(=O)c2ccc(OC)c(OC)c2)C1 (stereo unspecified)	0.0
Cc1cccc(C(=O)N(Cc2ccco2)c2c(N)n(Cc3ccccc3)c(=O)[nH]c2=O)c1	-3.5
CCC(=O)N(CCC1(C(C)C)CCOC(C)(C)C1)Cc1ccco1 (stereo unspecified)	-4.4
CCN(CC(=O)Nc1c(F)cccc1F)C(=O)c1cccc(S(=O)(=O)N2CCN(c3ccccc3)CC2)c1	-3.3
COc1ccccc1NC(=O)CSc1ccc2nnc(-c3ccncc3)n2n1	1.2
Nn1c(SCC(=O)NCCC2=CCCCC2)nnc1-c1cccnc1	-2.4
COc1ccc(C(=O)Cn2cc([N+](=O)[O-])nc2C)cc1	2.4
Cc1ccc(S(=O)(=O)NNC(=O)c2ccc(O)cc2)cc1	-0.1
Cc1ccc(OCCNC(=O)[C@H]2O[C@@H](n3ccc(N)nc3=O)[C@H](O)[C@@H]2O)cc1C	6.2
O=C(CNC(=O)c1ccccc1Cl)NCC(c1cccs1)N1CCOCC1 (stereo unspecified)	0.8
COc1ccc(S(=O)(=O)N2CCC3CC2c2cc(N4CCOCC4)ccc23)cc1 (stereo unspecified)	-3.9
CCCCn1c(=O)[nH]c(=O)c2c1nc(-c1cccc(OC)c1)n2C	-1.5
COC(=O)c1sccc1NC(=S)NCc1ccc(Cl)cc1	0.9
COc1ccc(CNC(=O)c2sc(=O)n(Cc3ccc(S(=O)(=O)N(C)C)cc3)c2C)cc1	-1.7
COc1ccc(CC(=O)N[C@@H](CCSC)C(=O)N2CCC3(CC2)NCCc2[nH]cnc23)cc1	2.4
Cc1ccccc1NC(=O)COC(=O)c1ccc(Sc2ncn[nH]2)c([N+](=O)[O-])c1	2.3
N#Cc1ccc2sn(-c3ccccc3)c(=O)c2c1	-2.2
CCOc1ccccc1CNC(=O)Cn1c(=O)oc2ccccc21	1.9
Cc1ccccc1OCC1Cc2c(nc(N)c(C#N)c2N)O1 (stereo unspecified)	0.0
CCOC(=O)c1cc(C)sc1NC(=O)C1CCC1	4.5
CCN(C(=O)CN1CCC(C(=O)OC)CC1)c1c(N)n(Cc2ccccc2)c(=O)[nH]c1=O	-0.8
O=C(OCC(=O)N1CCOCC1)c1ccc2ccccc2c1O	-1.1
O=C(NCc1ccccc1)c1c[nH]c2ccc(F)cc2c1=O	0.4
CCOC(=O)CCNc1n[nH]c(=O)[nH]c1=O	3.3

# An excerpt; rates above refer to the full screens.
